High-throughput results as filed in PubChem.
A3G deaminase: inhibitors of human APOBEC3G DNA deaminase. Q9HC16. recombinant A3G, ssDNA deamination FAM/TAMRA fluorescence. inhibition, % at 20 µM. 330,000 tested, 0.28% active;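 active means inhibition of at least 40% at 20 µM, with no more than 30% in the related APOBEC3A deaminase screen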;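 further: plate controls were DMSO wells with A3G for no effect and wells lacking A3G enzyme for full effect; some compounds called inactive have numbers as strong as hits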
Target sequence (Q9HC16 whole entry, looked up): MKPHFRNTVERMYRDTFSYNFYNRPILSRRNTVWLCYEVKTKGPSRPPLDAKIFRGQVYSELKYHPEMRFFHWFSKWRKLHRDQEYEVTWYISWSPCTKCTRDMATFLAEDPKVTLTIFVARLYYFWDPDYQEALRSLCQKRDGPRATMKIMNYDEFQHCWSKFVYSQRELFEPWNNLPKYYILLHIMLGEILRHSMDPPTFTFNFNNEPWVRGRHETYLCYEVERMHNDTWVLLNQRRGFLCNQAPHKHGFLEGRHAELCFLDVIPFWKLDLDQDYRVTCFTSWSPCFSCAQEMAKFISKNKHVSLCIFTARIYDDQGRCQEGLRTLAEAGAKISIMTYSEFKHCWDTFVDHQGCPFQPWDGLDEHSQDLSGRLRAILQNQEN
mIAP act: increases mouse intestinal alkaline phosphatase activity; muIAP, CDP-Star luminescence, 30 min; active compounds read high; 1 = vehicle-only enzyme signal, 0 = enzyme-free wells; activation factor at 10 µM; 330,000 tested, 0.24% active; AID 2805;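 active means activation factor of at least 2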; further: the source names both 10 and 20 µM as test concentration; values of inactives mirror those of a sister screen read the other way
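Assay system: mouse IAP enzyme; reagent: chemiluminescent substrate CDP-Star; dosing: test compounds delivered from DMSO solution; schedule: 30 min at room temperature; measured by: luminescence from enzymatic CDP-Star hydrolysis; controls: DMSO-only wells and no-enzyme negative control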
hIAP act: increases human intestinal alkaline phosphatase activity. purified human IAP, CDP-Star luminescence, 30 min; active compounds read high; 1 = vehicle-only enzyme, 0 = enzyme-free background. activation factor at 10 µM. P09923. 330,000 tested, 0.16% active;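 active means activation factor of the enzyme at least 2-fold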; further: the source names both 10 and 20 µM as test concentration; values of inactives mirror those of a sister screen read the other way
SENP1 inh: blocks the human SENP1 SUMO protease catalytic domain. Q9P0U3. recombinant SENP1 catalytic domain, CyPet-SUMO1-YPet FRET cleavage. inhibition, % at 10 µM. 360,000 tested, 0.21% active. AID 624204;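 active means inhibition at least 30% at 10 µM, raw YFP signal under a set limit, fluorescence ratio 0.5 to 1.5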;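 further: 0% = enzyme with DMSO and 100% = no enzyme wells; some results filed as inactive read as strong as hits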
Target sequence (Q9P0U3 419-644 limits assumed): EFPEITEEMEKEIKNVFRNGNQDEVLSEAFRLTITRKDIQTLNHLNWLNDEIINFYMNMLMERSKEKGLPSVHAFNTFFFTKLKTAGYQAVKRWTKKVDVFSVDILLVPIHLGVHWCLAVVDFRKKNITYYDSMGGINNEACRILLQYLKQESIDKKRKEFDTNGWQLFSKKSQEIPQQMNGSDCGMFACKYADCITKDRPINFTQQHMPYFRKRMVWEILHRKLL
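Assay system – human recombinant His6-tagged SENP1 catalytic domain enzyme · Input – SENP1 enzyme, 20 pM final · Buffer or medium – Tris pH 8 buffer plus EDTA, NaCl, BME, BSA, NP40, catalase · Schedule – 50 min reaction at room temperature · Technique – FRET read of cyan and yellow fluorescence · Control set – no-enzyme wells low, DMSO-plus-enzyme wells high control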
hIAP inh: blocks human intestinal alkaline phosphatase | P09923 | purified IAP, CDP-Star luminescence, 30 min | inhibition, % at 10 µM | 330,000 tested, 0.12% active | AID 2544;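 active means inhibition reaching a set limit with compound at 10 µM in the primary screen, cut at about 35% in these data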;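 further: plate controls were DMSO wells with enzyme for no effect and no-enzyme buffer wells for full effect; values of inactives mirror those of a sister screen read the other way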
NLRP3 yeast inh: blocks the NALP3 inflammasome reconstituted in yeast | Yeast reconstituted NLRP3/ASC/caspase-1, beta-gal luminescence, 24 h | inhibition, % at 10 µM | 330,000 tested, 0.39% active | AID 2825;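 active means inhibition of 50% or more; inactive means inhibition below 50%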;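 further: plate controls were induced DMSO wells for no effect and uninduced yeast grown without galactose for full effect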
mIAP block: mouse IAP inhibition; inhibition, % at 10 µM; 330,000 tested, 0.2% active; purified mouse IAP, CDP-Star luminescence, 30 min; AID 2806;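 active means inhibition of at least 40% at 10 µM in the primary screen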;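 further: plate controls were DMSO with enzyme for no effect and no enzyme wells for full effect; values of inactives mirror those of a sister screen read the other way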
MIN6 prolif: MIN6 beta-cell proliferation induction | 330,000 tested, 0.29% active | proliferation, % at 10 µM | MIN6 cells proliferation, ATPlite luminescence, 48 h; cells starved in 0.2% serum; 100% = growth in 10% serum;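 active means compounds whose signal lies at least 3.5 SD above the mean of all wells on their plate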;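 further: 0% = DMSO-treated cells in low-serum medium and 100% = 10% serum control; some compounds called inactive have numbers as strong as hits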
A3A deaminase: inhibitors of human APOBEC3A DNA deaminase; P31941; recombinant A3A, FAM/TAMRA ssDNA deamination fluorescence; inhibition, % at 20 µM; 330,000 tested, 0.41% active; AID 493011;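 active means at least 40% inhibition at 20 µM here, with at most 30% in a related deaminase screen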;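 further: plate controls were A3A with DMSO for no effect and wells lacking A3A enzyme for full effect; some results filed as inactive read as strong as hits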
Active calls of the source: *.

1	CC(=O)Nc1cccc(C(=O)OCC(=O)c2ccc3c(c2)OCO3)c1
2	CS(=O)(=O)Nc1ccc(C(=O)Nc2ccccc2Cl)cc1
3	CC(C)(CO)Nc1ccc([N+](=O)[O-])cc1[N+](=O)[O-]
4	CC(C)Oc1ccc(C(=O)NC(=S)Nc2ccc(Cl)c(C(=O)O)c2)cc1
5	CCOC(=O)N1CCC(NC(=O)CCC(=O)N2CC(C)Oc3ccc(C)cc32)CC1 (stereo not given)
6	CCN1CCN(CCCNC(=O)CCc2nc(-c3ccc(OC)cc3)no2)CC1
7	NC(=S)C1COc2ccccc2O1 (stereo not given)
8	Cc1ccc(Nc2nnc(SCC(=O)c3ccc(Br)s3)s2)c(C)c1
Assay by compound,1,2,3,4,5,6,7,8
A3G deaminase,-8,-5,-2,-5,-2,-2,15,-4
mIAP act,1,0.97,0.94,1,0.99,1,1,0.93
hIAP act,1,1.2,0.99,0.97,1.1,1,0.96,1
SENP1 inh,2,0,0,0,1,1,3,3
hIAP inh,-2,-17,1,3,-12,-1,4,-1
NLRP3 yeast inh,23,6,12,-6,-5,6,18,27
mIAP block,0,3,6,0,1,-2,-1,7
MIN6 prolif,-7,-4,-2,0,-1,-4,1,0
A3A deaminase,-3,-2,0,-3,-1,-1,6,6

9	Cc1nc2c(-c3ccc(Cl)cc3)cnn2c2c1CCC2
10	Cc1ccc(S(=O)(=O)N(C)C)cc1NC(=O)c1n[nH]c(=O)c2ccccc12
11	O=C(COC(=O)CCc1c[nH]c2ccccc12)NC1CCS(=O)(=O)C1 (stereo not given)
12	CCN(CC)C(=O)c1cncc(C(=O)N(CC)CC)c1-c1ccccc1
13	COc1ccc(CN(C(=O)c2snc(C(N)=O)c2N)C(C(=O)NC2CCCC2)c2ccc(OC)c(OC)c2)cc1 (stereo not given)
14	COc1ccc(S(=O)(=O)NCCN2CCNC2=O)cc1OC
15	N#Cc1cccc(S(=O)(=O)NCC(=O)OCC(=O)NCc2ccccc2)c1
16	Cc1ccc(Cl)cc1NC(=O)Cn1cccc1
Assay by compound,9,10,11,12,13,14,15,16
A3G deaminase,-2,-1,-4,-5,1,-5,-2,-5
mIAP act,0.99,1,0.95,1,1,1,0.95,0.96
hIAP act,1,1.1,1,1.2,0.98,1.2,1,1
SENP1 inh,-16,3,3,0,-11,2,0,-2
hIAP inh,-1,-10,0,-18,2,-20,-3,0
NLRP3 yeast inh,0,-1,3,-5,-8,18,15,11
mIAP block,1,-3,5,-4,-3,-2,5,4
MIN6 prolif,3,-1,-2,-3,-1,0,3,3
A3A deaminase,0,3,-2,-3,-2,-3,0,-1

17	CC(C)(C)C(=O)Nc1cc(C(F)(F)F)ccc1N1CCOCC1
18	CCOC(=O)c1c(-c2ccccc2Cl)csc1NC(=O)c1cc(S(=O)(=O)N2CCOCC2)ccc1C
19	Cc1occc1-c1nnc(SCC(=O)Nc2c(F)cccc2F)n1C
20	CSc1ccc(/C=C(\C#N)C(=O)NC2CCCCC2C)cc1 (stereo not given)
21	CCOC(=O)N1CCN(CC(=O)c2c(C)[nH]c3ccccc23)CC1
22	COCCNC(=O)CSc1nc2cc3c(cc2c(=O)n1CCCC(=O)NCc1ccc(OC)cc1)OCO3
23	COc1ccc(C(=O)N2N=C(c3ccc(NS(C)(=O)=O)cc3)CC2c2cccs2)cc1 (stereo not given)
24	CN(C(=O)c1ccccc1C(=O)OCC(=O)Nc1ccccc1)c1ccccc1
25	Cc1cn(C2OC(CC(=O)Oc3ccccc3)C(O)C2O)c(=O)[nH]c1=O (stereo not given)
26	Nc1c(NCc2ccccc2)c(=O)[nH]c(=O)n1Cc1ccccc1
27	c1ccc(Oc2cccc3cccnc23)nc1
Assay by compound,17,18,19,20,21,22,23,24,25,26,27
A3G deaminase,-5,-5,0,-5,-6,-9,-7,-5,-1,-4,-6
mIAP act,1,0.92,1,0.88,0.97,0.94,0.94,1.1,0.96,0.97,0.96
hIAP act,0.9,0.84,0.85,0.97,1.1,1.2,1,1.2,0.96,0.89,1
SENP1 inh,1,-2,2,-3,-6,0,-2,0,-1,-13,3
hIAP inh,10,16,15,3,-7,-19,-4,-19,4,11,-1
NLRP3 yeast inh,0,4,5,1,6,1,11,-4,-8,-3,20
mIAP block,-2,8,0,12,3,6,6,-8,4,3,4
MIN6 prolif,-1,-5,-3,-6,-2,-4,-2,5,-3,-1,2
A3A deaminase,1,2,2,-1,0,6,-1,-3,-1,0,-1

Of the compounds above, 8 contain a halogen:
2	CS(=O)(=O)Nc1ccc(C(=O)Nc2ccccc2Cl)cc1
4	CC(C)Oc1ccc(C(=O)NC(=S)Nc2ccc(Cl)c(C(=O)O)c2)cc1
8	Cc1ccc(Nc2nnc(SCC(=O)c3ccc(Br)s3)s2)c(C)c1
9	Cc1nc2c(-c3ccc(Cl)cc3)cnn2c2c1CCC2
16	Cc1ccc(Cl)cc1NC(=O)Cn1cccc1
17	CC(C)(C)C(=O)Nc1cc(C(F)(F)F)ccc1N1CCOCC1
18	CCOC(=O)c1c(-c2ccccc2Cl)csc1NC(=O)c1cc(S(=O)(=O)N2CCOCC2)ccc1C
19	Cc1occc1-c1nnc(SCC(=O)Nc2c(F)cccc2F)n1C
Assay by compound,2,4,8,9,16,17,18,19
A3G deaminase,-5,-5,-4,-2,-5,-5,-5,0
mIAP act,0.97,1,0.93,0.99,0.96,1,0.92,1
hIAP act,1.2,0.97,1,1,1,0.9,0.84,0.85
SENP1 inh,0,0,3,-16,-2,1,-2,2
hIAP inh,-17,3,-1,-1,0,10,16,15
NLRP3 yeast inh,6,-6,27,0,11,0,4,5
mIAP block,3,0,7,1,4,-2,8,0
MIN6 prolif,-4,0,0,3,3,-1,-5,-3
A3A deaminase,-2,-3,6,0,-1,1,2,2

Only part of the results is shown. The share of hits here may be higher or lower than overall.
